Giardia FBPA inh: inhibitors of Giardia lamblia fructose-1,6-bisphosphate aldolase; A8B2U2; purified Giardia FBPA; Potency, µM (series often up to 59.6 µM), for the others: at the top dose activity, negative = inhibition, actives largely listed as inhibitors; 290,000 compounds, 0.71% hits; AID 2451; note: potency is the fitted concentration of half-maximal effect; % is set by controls: 0 for no effect and ±100 for the full control effect; nearly all actives have a fitted effect of over 55% in size
Target sequence (A8B2U2 whole entry, looked up): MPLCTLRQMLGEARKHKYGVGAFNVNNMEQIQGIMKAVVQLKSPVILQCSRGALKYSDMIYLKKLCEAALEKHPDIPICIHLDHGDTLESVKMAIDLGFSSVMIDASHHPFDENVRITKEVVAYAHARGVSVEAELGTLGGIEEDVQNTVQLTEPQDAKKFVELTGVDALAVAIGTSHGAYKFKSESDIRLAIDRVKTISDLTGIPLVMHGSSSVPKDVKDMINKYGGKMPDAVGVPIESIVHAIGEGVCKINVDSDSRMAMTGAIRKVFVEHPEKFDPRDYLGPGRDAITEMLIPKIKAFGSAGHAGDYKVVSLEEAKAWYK
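40 nM FBPA preincubated 10 min at RT with compound (up to 57.5 uM final), then substrate plus GAPDH/TPI/NAD/arsenate coupling and diaphorase/resazurin added. Fluorescence read after 20 min at RT, 525/598 nm.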
Pf growth 48h: P. falciparum growth inhibition at 48 hours (one generation); P. falciparum luciferase growth in erythrocytes, 48 h; Potency, µM (top dose mostly 28.7 µM), for the others: at the highest dose activity change, negative = inhibition, actives largely listed as inhibitors; 310,000 compounds, 5.9% hits; AID 504832; note: potency is the fitted concentration of half-maximal effect; % is set by controls: 0 for no effect and ±100 for the full control effect
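In quantitative HTS format, infected erythrocytes bearing luciferase-reporter parasites were treated for a single generation at 37 C. Luminescence after adding detection reagent served as the growth measure.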
Sm TGR inh: inhibitors of Schistosoma mansoni thioredoxin glutathione reductase; Q962Y6; purified TGR, DTNB reduction, TNB absorbance 405 nm; Potency, µM (series often up to 114 µM), without a hit: top-dose activity change, negative = inhibition, actives largely listed as inhibitors; 360,000 compounds, 3% hits; note: potency is the fitted concentration of half-maximal effect; % is set by controls: 0 for no effect and ±100 for the full control effect; nearly all actives have a fitted effect of over 60% in size
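Kinetic colorimetric format: TGR-catalysed, NADPH-driven DTNB reduction monitored via TNB absorbance. Enzyme dispensed at 20 nM; compound exposure 15 min at room temperature before reaction start.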
Cycloheximide cs: counter-screen hit for Shiga toxin inhibitors, cycloheximide | cell reporter, cycloheximide protein synthesis inhibition counterscreen | max response, % | 300,000 compounds, 12% hits | AID 2314; in the data active = max response mostly above about 13%, no sharp cut-off; inactive = mostly below about 14%; note: read at 38.3 µM for the half of the compounds with a filed dose; 0% is about no effect
Shiga toxin inh: blocks Shiga toxin action in Vero cells; Vero cells, Shiga toxin protein synthesis inhibition reporter; inhibition, % at 38.7 µM; 290,000 compounds, 9.2% hits; AID 2315; in the data active = inhibition mostly above about 28%, no sharp cut-off; inactive = mostly below about 43%; note: 0% is about no effect
Pf growth 96h: P. falciparum growth inhibition at 96 hour, primary screen for plastid delayed-death inhibitors; P. falciparum luciferase reporter growth, 96 h; Potency, µM (series often up to 28.7 µM), for the others: at the top dose activity change, negative = inhibition, hits mostly inhibitors; 320,000 compounds, 6.9% hits; note: potency is the fitted concentration of half-maximal effect; % is set by controls: 0 for no effect and ±100 for the full control effect
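Infected RBCs, 2% Hct / 0.05% parasitemia final; luciferase-reporter P. falciparum; cpd 96 h, 37 C, 5% CO2; luciferase detection reagent; luminescence.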
* = called active by the depositor; ? = inconclusive; / = not tested or not shown; & = joins results of further samples; [ ] = remark or other dose. Unless noted, calls come from the whole dose curve; as a rule, active = well fitted curve in the direction sought with a large enough effect; inconclusive = small, poorly fitted or top-dose-only effect, or another doubt; inactive = no such curve, though single readings can be large; an effect the other way counts as inactive or inconclusive. Outcome played no part in choosing rows. Share with any hit: about 24%.

Every second line gives: Giardia FBPA inh	Pf growth 48h	Sm TGR inh	Cycloheximide cs	Shiga toxin inh	Pf growth 96h
- O=C(Nc1cnn(Cc2ccc(F)cc2)c1)C(c1ccccc1)c1ccccc1
    -8%	?	-6%	-1	-13	95%[activator]
- CCCC[n+]1c(C)sc2ccc(C)cc21
    -3%	-6%	-1%	7	-13	4.7µM*
- COc1cc(C2Nc3ccc4ncccc4c3C3=C2C(=O)CC(C)(C)C3)cc(OC)c1O (stereo unspecified)
    -19%	?	?	3	-1	/
- O=C(CS(=O)(=O)c1ccccc1)NCc1ccc(Cl)cc1
    /	1%	-34%	-3	-3	?
- c1ccc(-c2nc3cc4ccccc4cc3[nH]2)nc1
    -21%	-37%	0%	1	7	-24%
- CCc1ccc(NCCC(=O)c2ccc(Cl)cc2)cc1
    /	2%	?	-1	-6	57%[activator]
- CCCCCCC(C)(C)c1cc(OC)c2c(c1)OC(C)(C)[C@@H]1CC=C(C)C[C@@H]21
    12%	/	/	0	-6	/
- O=C(CN1CCN(c2ccccn2)CC1)NCc1cccs1
    0%	0%	1%	-4	-22	/
- CCn1c(SCC(=O)N2CCCCCC2)nc2c([nH]c3ccccc32)c1=O
    /	-18%	1%	-1	-9	?
- CCOC(=O)/C(C#N)=C/c1cc2cc(C)c(C)cc2nc1Cl
    -9%	30%	-29%	3	0	53%[activator]
- COc1ccc(OC)c(N=C2SCCCN2C(=O)c2ccc(N3C(=O)CCC3=O)cc2)c1
    /	-28%	-4%	/	/	?
- COc1ccc(OC)c(NC(=O)Cn2c(=O)n(CC3CCCO3)c(=O)c3cc(OC)c(OC)cc32)c1 (stereo unspecified)
    11%	-31%	1%&-1%	4	-9	?
- CC(=O)C1=C(O)C(=O)N(CCc2c[nH]c3ccccc23)C1c1ccccc1 (stereo unspecified)
    8%	-14%	-4%	-3	-3	-1%
- COc1ccc(CNc2ncc(-c3ccc(F)cc3)n2C)c2ccccc12
    ?	?	-9%	-2	-3	10µM*
- Cc1ccc(S(=O)(=O)N(C)C)cc1NC(=O)COC(=O)CN1C(=O)c2ccccc2C1=O
    /	-15%	-4%	/	/	-10%

Single entries from the list.
CCOC(=O)/C(C#N)=C/c1cc2cc(C)c(C)cc2nc1Cl @ Giardia FBPA inh: -9%
CCn1c(SCC(=O)N2CCCCCC2)nc2c([nH]c3ccccc32)c1=O @ Shiga toxin inh: -9
Cc1ccc(S(=O)(=O)N(C)C)cc1NC(=O)COC(=O)CN1C(=O)c2ccccc2C1=O @ Pf growth 48h: -15%
COc1ccc(OC)c(N=C2SCCCN2C(=O)c2ccc(N3C(=O)CCC3=O)cc2)c1 @ Sm TGR inh: -4%
COc1cc(C2Nc3ccc4ncccc4c3C3=C2C(=O)CC(C)(C)C3)cc(OC)c1O (stereo unspecified) @ Cycloheximide cs: 3

Next part:
Every second line gives: Giardia FBPA inh	Pf growth 48h	Sm TGR inh	Cycloheximide cs	Shiga toxin inh	Pf growth 96h
- c1coc(CNCc2cccs2)c1
    -17%	23%	6%	-1	-5	9.3µM*
- CC(=O)NNc1ccc(C(F)(F)F)cc1[N+](=O)[O-]
    3%	4%	0%	-2	9	?
- COc1ccccc1NC(=O)NCC1(N(C)C)CCCCC1
    -3%	15%	-2%	-3	-10	32%[activator]
- Cc1ccc(S(=O)(=O)N2CCN(C(=O)c3ccc(-n4cncn4)c([N+](=O)[O-])c3)CC2)cc1C
    /	?	-6%	/	/	7.4µM*
- COC1=C/C(=C/c2c(N)n3nc(CC(=O)N4CCCCC4)sc3nc2=O)C=CC1=O
    ?	1%	-16%	-5	-7	1%
- CC(C)(C)N(Cc1ccccc1)C(=O)COC(=O)c1ccc([N+](=O)[O-])o1
    /	-28%	?	/	/	?
- Cc1cc(C)cc(C(=O)Nc2c3c(nn2C(C)(C)C)CS(=O)(=O)C3)c1
    5%	?	3%	-7	-8	?
- O=C1CSC(c2ccccn2)N1c1ccc2ccccc2c1 (stereo unspecified)
    /	9%	-9%	12	6	13%
- CC(=O)c1ccc2c(c1)C1C=CCC1C(c1ccncc1)N2 (stereo unspecified)
    ?	-9%	?	18*	97*	132%[activator]
- COc1cccc2c(Cl)c(CCCl)c(C)nc12
    0%	-20%	-14%	-1	25	-14%
- COc1ccc2c(=O)c(-c3ccccc3)c(C)oc2c1
    0%	38%[activator]	9%	25	34*	11%
- CC(C)(C)c1ccc(N=C2SCC(=O)N2Cc2cccs2)cc1
    -19%	?	12%	47*	50*	-32%
- CN(CC(=O)Nc1ccccc1C(F)(F)F)CC(=O)N1CCCCCC1
    /	-14%	-24%	/	/	3%
- O=C(c1cnccn1)N1CCc2c([nH]c3ccccc23)C1c1cccc(Cl)c1 (stereo unspecified)
    -4%	?	-12%	12*	27*	?
- CC1(C)Cc2[nH]c(=S)c(C#N)cc2CO1
    -26%	-2%	32µM*	4	39	44%[activator]
- O=C(c1ccccc1)c1ccc(C(=O)N2CCN(c3ccc(F)cc3)CC2)o1
    -1%	?	3%	5	16	0%
- O=C(N/C(=C/c1cccc([N+](=O)[O-])c1)C(=O)N1CCCC1)c1ccccc1
    10%	22%	0%	-2	-4	-3%
- O=C(N/N=C/c1ccco1)c1cc(-c2cccc3ccccc23)n[nH]1
    0%	-21%	-18%	26*	58*	34%[activator]
- COc1cc(/C=N/NC(N)=O)cc(Br)c1OCc1ccc(C)cc1
    -15%	/	2%	1	3	-25%
- CCc1ccc2[nH]c(=O)c(CN(CCCN3CCOCC3)C(=O)Nc3ccccc3)cc2c1
    5%	?	47%[activator]	-1	7	-4%
- CCOc1cc(C(c2c(C)[nH][nH]c2=O)c2c(C)[nH][nH]c2=O)ccc1OC(=O)c1cccc([N+](=O)[O-])c1
    ?	/	-11%	-2	-6	?
- N#Cc1ccccc1NC(=O)Nc1cccs1
    -1%	?	-24%	-3	-22	17%
- COC(=O)CC(=O)N1CCN(c2ccc(Cl)c(Cl)c2)CC1
    2%	-4%	-18%	1	-10	5%
- COC(=O)c1cc(NC(=O)C23CCC(C)(C(=O)O2)C3(C)C)cc(C(=O)OC)c1 (stereo unspecified)
    1%	-5%	1%	-1	-10	/
- Cc1cccc2cc(/C=N/NC(=O)c3ccncc3)c(Cl)nc12
    4%	?	12%	1	10	?
- Cc1cc(C)c2cc(CN(Cc3ccco3)C(=O)NCc3ccccc3)c(=O)[nH]c2c1
    1%	0%	50µM*	3	-9	15µM*
- O=[N+]([O-])c1ccc(Nc2ccc(F)cc2)nc1
    -1%	40%[activator]	7%	15*	32*	29%
- Clc1ccc(-c2nnc3n2-c2ccccc2SC3)cc1
    6%	33%[activator]	0%	-2	7	15%
- O=C(O)c1ccccc1-c1ccccc1C(=O)Nc1ccc2c(c1)[nH]c(=O)c1ccccc12
    -13%	?	-17%	-5	-4	69%[activator]
- CCN(CC(=O)Nc1ccc(NC(C)=O)cc1)C(=O)/C=C/c1ccc(S(=O)(=O)N2CCCCCC2)cc1
    -5%	3.3µM*	3%	-3	-11	4.7µM*

One compound at a time, from the list above. Values in the order: Giardia FBPA inh | Pf growth 48h | Sm TGR inh | Cycloheximide cs | Shiga toxin inh | Pf growth 96h
Record of CCN(CC(=O)Nc1ccc(NC(C)=O)cc1)C(=O)/C=C/c1ccc(S(=O)(=O)N2CCCCCC2)cc1 = -5% | 3.3µM* | 3% | -3 | -11 | 4.7µM*
Record of CCn1c(SCC(=O)N2CCCCCC2)nc2c([nH]c3ccccc32)c1=O = / | -18% | 1% | -1 | -9 | ?
Record of COC(=O)CC(=O)N1CCN(c2ccc(Cl)c(Cl)c2)CC1 = 2% | -4% | -18% | 1 | -10 | 5%

More structures follow:
Every second line gives: Giardia FBPA inh	Pf growth 48h	Sm TGR inh	Cycloheximide cs	Shiga toxin inh	Pf growth 96h
- CC1CCCC(NC(=O)COC(=O)COc2ccc(Cl)cc2)C1C (stereo unspecified)
    2%	/	?	2	-15	-5%
- O=C(Nc1nc(-c2ccc([N+](=O)[O-])cc2)cs1)c1c(F)cccc1F
    0%	-18%[1.15 µM]	-1%	-2	31	0%
- Cc1cc([N+](=O)[O-])cc(C)c1OCC(=O)N/N=C/c1ccc(OC(=O)c2ccccc2)cc1
    1%	?	-2%	-2	-8	2.1µM*
- Cn1c(=O)n(C)c2cc(S(=O)(=O)Nc3cc(Cl)ccc3O)ccc21
    -11%	?	-6%	1	10	19%
- Cc1noc(C)c1C(=O)OCC(=O)NC1CCCCC1C (stereo unspecified)
    /	?	-1%	/	/	24%
- COc1cccc(C(=O)NC2CCCc3ccccc32)c1 (stereo unspecified)
    -10%	-18%	-3%	14	/	?
- N#CCCCN1C(=O)C(=C(C#N)C#N)c2ccccc21
    ?	15%	2.5µM*	7	-5	0%
- COC(=O)c1ccc(CO/N=C2\CCCc3nonc32)cc1
    0%	80%[activator]	4%	44*	53	11%
- CC1(C)CC(=O)C(C(O)c2cccc([N+](=O)[O-])c2)C(C)(C)N1 (stereo unspecified)
    7%	?	40%[activator]	-6	9	?
- O=C(O)CCc1ccc(-c2cccs2)n1NC(=O)c1ccc(Cl)cc1Cl
    2%	/	0%	5	-8	9%
- COc1cc(C(=O)NNC(=O)c2ccc(F)cc2)ccc1OCC(=O)N1CCOCC1
    /	16%	5%	/	/	16%
- Cn1c(Cc2cccc3ccccc23)nnc1SCc1ccc([N+](=O)[O-])cc1
    6%	-6%	-10%	-4	-3	?
- O=C(CN(Cc1ccc(Br)cc1)S(=O)(=O)c1ccccc1)NCc1ccccn1
    /	8%	32%	0	-29	214%[activator]
- Brc1cc(/C=N/n2cnnc2)oc1Br
    3%	0%	-9%	5	-9	19%
- O=C(/C=C/c1ccc(Cl)cc1)NCCc1ccccc1
    2%	35%[activator]	4%	40	22	-35%
- O=C(N/N=C/c1ccc(Cl)cc1)C1CC12CCC2 (stereo unspecified)
    -1%	122%[activator]	-1%	53*	133*	44%
- CCOc1ccc(-c2noc(=O)[nH]2)cc1
    -11%	-11%	6%	-3	-1	/
- C=CCNCCCOc1ccc(C(C)(C)c2ccccc2)cc1
    -26%	?	-12%	-1	-3	?
- O=C(COc1ccccc1)Nc1ccc(-c2nnc(-c3ccco3)o2)cc1
    2%	6%	4%	-4	2	/
- COCCOC(=O)c1[nH]c2c(c1C)C(=O)CC(c1cc(OC)c(OC)c(OC)c1)C2 (stereo unspecified)
    11%	5.2µM*	-1%	-2	33	9.3µM*

Entries from the list above that have a cyano group:
Every second line gives: Giardia FBPA inh	Pf growth 48h	Sm TGR inh	Cycloheximide cs	Shiga toxin inh	Pf growth 96h
- CCOC(=O)/C(C#N)=C/c1cc2cc(C)c(C)cc2nc1Cl
    -9%	30%	-29%	3	0	53%[activator]
- CC1(C)Cc2[nH]c(=S)c(C#N)cc2CO1
    -26%	-2%	32µM*	4	39	44%[activator]
- N#Cc1ccccc1NC(=O)Nc1cccs1
    -1%	?	-24%	-3	-22	17%
- N#CCCCN1C(=O)C(=C(C#N)C#N)c2ccccc21
    ?	15%	2.5µM*	7	-5	0%
